NR3A LBD binder: NR3A (human) ligand-binding domain modulation; NR3A LBD differential scanning fluorimetry, Tm shift; 0% = protein alone, 100% = glycine-bound protein; Tm shift relative to glycine control, % at 25 µM; 340,000 tested, 2.5% active;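 active = melting temperature shift of at least 10% of the positive control shift, at one fixed dose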
Mdm2 MdmX PPI: disrupts the human Mdm2-MdmX interaction; 330,000 tested, 3% active; SaOS-2 split-luciferase Mdm2/MdmX complementation, luminescence; O15151+Q00987; inhibition, % at 8 µM;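 active = inhibition of at least 50% at 8 µM in the primary screen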
Target sequence (O15151 whole entry, looked up): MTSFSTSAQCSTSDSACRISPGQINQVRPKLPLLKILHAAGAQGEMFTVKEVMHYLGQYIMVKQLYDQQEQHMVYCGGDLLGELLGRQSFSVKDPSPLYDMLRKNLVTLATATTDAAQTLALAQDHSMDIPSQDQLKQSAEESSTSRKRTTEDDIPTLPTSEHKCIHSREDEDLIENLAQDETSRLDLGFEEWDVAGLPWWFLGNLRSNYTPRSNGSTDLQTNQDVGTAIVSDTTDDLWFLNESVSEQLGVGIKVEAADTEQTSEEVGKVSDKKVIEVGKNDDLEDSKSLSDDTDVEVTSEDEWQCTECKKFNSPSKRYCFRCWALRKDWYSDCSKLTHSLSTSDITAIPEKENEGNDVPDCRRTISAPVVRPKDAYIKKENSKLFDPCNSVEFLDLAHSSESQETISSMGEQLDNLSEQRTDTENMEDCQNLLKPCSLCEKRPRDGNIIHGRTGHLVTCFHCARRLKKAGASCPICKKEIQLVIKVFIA
Target sequence (Q00987 whole entry, looked up): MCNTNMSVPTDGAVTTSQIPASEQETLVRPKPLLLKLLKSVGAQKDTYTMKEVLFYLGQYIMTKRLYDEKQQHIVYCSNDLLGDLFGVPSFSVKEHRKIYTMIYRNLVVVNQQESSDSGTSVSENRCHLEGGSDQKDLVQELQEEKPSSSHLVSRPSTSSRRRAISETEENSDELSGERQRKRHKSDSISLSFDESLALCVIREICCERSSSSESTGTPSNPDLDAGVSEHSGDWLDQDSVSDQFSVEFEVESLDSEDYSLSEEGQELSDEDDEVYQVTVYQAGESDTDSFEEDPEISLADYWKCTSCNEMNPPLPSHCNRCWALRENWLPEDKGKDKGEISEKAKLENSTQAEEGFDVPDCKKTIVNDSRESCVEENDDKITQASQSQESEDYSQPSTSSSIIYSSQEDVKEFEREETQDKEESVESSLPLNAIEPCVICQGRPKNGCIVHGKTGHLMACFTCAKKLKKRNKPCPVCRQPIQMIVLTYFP
NLRP3 yeast inh: inhibitors of NALP3 inflammasome in yeast; Yeast reconstituted NLRP3/ASC/caspase-1, beta-gal luminescence, 24 h; inhibition, % at 10 µM; 330,000 tested, 0.39% active; AID 2825;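 active = inhibition of 50% or more; inactive = inhibition below 50%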;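 note: plate controls were induced DMSO wells for no effect and uninduced yeast grown without galactose for full effect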
TIM10 inh: inhibits growth of TIM10 yeast strain | inhibition, % at 10 µM | 330,000 tested, 1.4% active | AID 463195 | S. cerevisiae TIM10 strain growth, BacTiter-Glo luminescence, 24 h;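 active = inhibition of 40% or more at the single tested concentration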;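 note: wild-type TIM10 isogenic control strain grown at permissive 25 °C; 0% = DMSO yeast wells and 100% = minimal medium wells without yeast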
UPR CHOP act: activators of apoptotic arm of unfolded protein response (CHOP). CHO-CHOP luciferase reporter, UPR activation, luminescence; percent of tunicamycin response over DMSO baseline. activation, % at 10 µM. 330,000 tested, 0.34% active. AID 449763;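 active = at 10 µM dose, activation of 40% or more, normalized to positive control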;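 note: 100% = tunicamycin at 10 µg/mL and 0% = DMSO alone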
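Dosing – one dose, 10 µM in 0.5% DMSO · System – CHO-CHOP cells, stable luciferase reporter of PERK-eIF2a-CHOP signalling · Input – 500 cells/well · Control set – tunicamycin 10 µg/mL final as positive, DMSO-only wells as negative · Timing – 6 h compound treatment, 37 °C · Measure – % activation vs tunicamycin · Technique – luminescence read with Steady-Glo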
tim10-1 inh: tim10-1 yeast growth inhibition | S. cerevisiae tim10-1 ts strain growth, BacTiter-Glo, 24 h | inhibition, % at 20 µM | 330,000 tested, 2.2% active;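 active = inhibition of at least 40%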;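 note: mutant grown at 25 °C; 0% = DMSO wells with yeast and 100% = wells holding no yeast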
APJ ag: activates the human apelin receptor APJ; CHO-K1 APJ PathHunter beta-arrestin, luminescence; 0% DMSO wells, 100% apelin; activation, % at 20 µM; 330,000 tested, 0.11% active; AID 2520;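 active = activation more than six SD over the plate average, tested at 20 µM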;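 note: 0% = DMSO alone and 100% = apelin-13 at 10 nM; some results filed as inactive read as strong as hits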
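Test system: CHO-K1 APJ beta-arrestin complementation cell line. Amount: cell density 1000 per well. Controls: DMSO negative, 10 nM Apelin-13 positive. Signal: luminescent beta-gal fragment complementation, chemiluminescent substrate. Read-out basis: agonist-driven arrestin binding to APJ. Timing: compound stimulation 90 min at 25 °C, detection 60 min.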
XBP1 UPR activ: adaptive UPR (XBP1) activation; CHO-XBP1 luciferase reporter, IRE1-XBP1 UPR activation, luminescence; percent of tunicamycin response, DMSO as zero; activation, % at 20 µM; 330,000 tested, 0.33% active;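 active = versus positive control, 20 µM dose yields 30% or more activation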;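 note: 100% = tunicamycin at 10 µg/mL and 0% = DMSO only wells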
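Material: CHO cell line with stable XBP1 luciferase reporter; schedule: 16-18 h cell attachment at 37 °C, then 6 h compound exposure; signal: glow luminescence from Steady-Glo reagent; medium: serum-containing F12 medium, 10% FBS; benchmarks: tunicamycin 10 µg/mL and vehicle-only wells; read-out: percent activation relative to tunicamycin reference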
tim23-1 inh: tim23-1 yeast growth inhibition. S. cerevisiae tim23-1 growth, BacTiter-Glo luminescence, 24 h. inhibition, % at 20 µM. 330,000 tested, 1.3% active. AID 463212;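 active = growth inhibition of the mutant yeast at or above 50%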;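 note: temperature-sensitive mutant grown at 25 °C; plate controls were DMSO-treated mutant yeast for no effect and medium wells lacking yeast for full effect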
* = called active by the depositor.

Short keys: A = NR3A LBD binder; B = Mdm2 MdmX PPI; C = NLRP3 yeast inh; D = TIM10 inh; E = UPR CHOP act; F = tim10-1 inh; G = APJ ag; H = XBP1 UPR activ; I = tim23-1 inh
O=C(Nc1ccc(N2CCOCC2)cc1)c1ccc(Cl)c(S(=O)(=O)N2CCCCC2)c1
  A = -1	B = 7	C = 7	D = -12	E = 4.6	F = -6	G = 1	H = 1	I = -1
COc1ccc(C(CNC(=O)COc2ccccc2C)N2CCOCC2)cc1 (stereo not drawn)
  A = 2	B = 13	C = 9	D = 2	E = 1.3	F = 9	G = -8	H = -1	I = 3
CC1CC(NS(=O)(=O)c2cccs2)CC(C)(C)C1 (stereo not drawn)
  A = -1	B = -20	C = 45	D = 15	E = -0.9	F = 10	G = 2	H = 1	I = 26
COCCN(CCOC)C(=O)c1cc2sc3ccccc3c2s1
  A = -1	B = 8	C = 29	D = 31	E = -0.5	F = 38	G = -4	H = 9	I = 38
C=C(C)C1CC=C(CN2CCC(C(=O)OCC)CC2)CC1 (stereo not drawn)
  A = 2	B = -12	C = 17	D = -48	E = 3.0	F = -14	G = -7	H = 2	I = -20
Cc1nn(-c2ccccc2)c(Cl)c1/C=N/Nc1nnc(C)c(=O)[nH]1
  A = -1	B = 12	C = -2	D = 15	E = 3.3	F = 1	G = -1	H = -1	I = 7
COc1ccc2nc(CNC(=O)C3CCC(=O)N(CCc4ccccc4)C3)[nH]c2c1 (stereo not drawn)
  A = 0	B = 9	C = 23	D = -8	E = 1.8	F = -9	G = 0	H = -6	I = -17
CCn1c(SCC(=O)NC(C)(C)C)nnc1-c1ccccn1
  A = 1	B = 2	C = 11	D = 2	E = -1.0	F = 8	G = -5	H = 0	I = 15
O=C(NCc1ccco1)C(c1cccs1)N(C(=O)C1COc2ccccc2O1)c1cccc(O)c1 (stereo not drawn)
  A = -1	B = -2	C = 4	D = 2	E = -0.3	F = 17	G = -4	H = 1	I = 10
CCc1nnc(NC(=O)CSc2sc3c(O)cc(=O)[nH]c3c2C#N)s1
  A = -2	B = -16	C = 24	D = -4	E = 1.5	F = -1	G = -2	H = -2	I = -17
O=c1oc2ccccc2c(NCc2ccc(Cl)cc2)c1[N+](=O)[O-]
  A = -6	B = 9	C = 2	D = 6	E = 0.2	F = 10	G = -4	H = 1	I = 21
CC(C)(C)[C@@H]1COC(=O)[C@H](Cc2ccc(F)cc2)CC/C=C\C[C@@H](CC(=O)N(CCO)Cc2ccccc2)C(=O)N1
  A = 2	B = 3	C = 11	D = 0	E = 1.1	F = 5	G = -2	H = 0	I = 9
Cc1cc(C)nc(-n2nc(C)c(Br)c2Nc2ccc(Br)cc2)n1
  A = 0	B = 11	C = 2	D = 14	E = 0.3	F = 34	G = -2	H = 0	I = 22
Cn1cc(C(=O)NCc2ccc(Cl)cc2)c(=O)c2cc(S(=O)(=O)N3CCOCC3)ccc21
  A = -16	B = 20	C = 5	D = 10	E = 1.7	F = -7	G = 8	H = -3	I = 3
CCn1nnnc1SCC(=O)Nc1ccc2c(c1)OCCO2
  A = 2	B = -15	C = -1	D = -19	E = -0.7	F = 5	G = -1	H = -1	I = 10
CN=C1SC(CC(=O)Nc2ccc(F)cc2F)C(=O)N1/N=C/c1ccc(OC(F)F)c(OC)c1 (stereo not drawn)
  A = 2	B = -14	C = 9	D = 7	E = 30	F = 8	G = 4	H = 201*	I = -13
CC(c1nnc(SCC(=O)c2c(N)n(C3CC3)c(=O)[nH]c2=O)n1-c1ccc(F)cc1)N(C)C (stereo not drawn)
  A = -2	B = 20	C = 13	D = 11	E = -1.5	F = 6	G = -2	H = -3	I = 4
CCOC(=O)C1CCN(c2ccc([N+](=O)[O-])c(C(C)=O)c2)CC1
  A = -2	B = 20	C = 6	D = 9	E = -0.4	F = 21	G = -4	H = -3	I = 17
O=C(CS(=O)(=O)c1ccccc1)NCc1ccccc1
  A = -1	B = 44	C = 6	D = 2	E = 1.8	F = 0	G = -1	H = 1	I = 6
CC(C)CN(C(=O)c1cccc(S(=O)(=O)N2CCCCC2)c1)C1CCS(=O)(=O)C1 (stereo not drawn)
  A = -2	B = 12	C = 24	D = -1	E = 2.3	F = -6	G = 5	H = -4	I = -6
O=C(CN1C(=O)C2C3C=CC(C3)C2C1=O)NCc1ccc2c(c1)OCO2 (stereo not drawn)
  A = 2	B = -17	C = 6	D = -6	E = -1.2	F = 10	G = -2	H = -3	I = 14
COc1ccc(NC(=O)Nc2ccccc2OC)cc1
  A = -6	B = -27	C = 29	D = -11	E = 3.8	F = -15	G = -2	H = 2	I = 0
Cc1ccc(C)c(NC(=O)C2CCCN(S(=O)(=O)c3ccc4[nH]c(=O)ccc4c3)C2)c1 (stereo not drawn)
  A = -2	B = -8	C = 9	D = 1	E = -0.3	F = 2	G = -5	H = 4	I = -6
N#Cc1c(NC(=O)CSC2=NCCS2)sc2c1CCCC2
  A = 3	B = 36	C = 45	D = 0	E = 2.5	F = 33	G = -3	H = 3	I = 19
O=C(NC(Cc1ccccc1)C(=O)O)/C(=C/c1ccc(F)cc1)NC(=O)c1ccccc1 (stereo not drawn)
  A = 0	B = -11	C = 4	D = -3	E = -2.4	F = 7	G = -4	H = 0	I = 9

Going on with the list:
Short keys: A = NR3A LBD binder; B = Mdm2 MdmX PPI; C = NLRP3 yeast inh; D = TIM10 inh; E = UPR CHOP act; F = tim10-1 inh; G = APJ ag; H = XBP1 UPR activ; I = tim23-1 inh
COc1ccccc1C(=O)NC(=O)COC(=O)CCOc1ccccc1C
  A = 5	B = 27	C = 9	D = 8	E = 1.2	F = 13	G = 1	H = -1	I = 17
CCCCN(CCCC)CC(O)CN1C(=O)NC(C)(C)C1=O (stereo not drawn)
  A = -2	B = 20	C = 13	D = -7	E = -2.6	F = 9	G = -1	H = -7	I = 7
Cc1ccc(N(CC(=O)NC2CCCC2)C(=O)CCC(=O)Nc2ccccn2)cc1
  A = -1	B = 13	C = 9	D = -16	E = 0.2	F = 15	G = -3	H = 3	I = 13
Cc1cc(CNC(=O)COc2ccc(C#N)cc2)c2ccccc2n1
  A = -1	B = 31	C = -11	D = 11	E = -0.9	F = 6	G = -3	H = 1	I = 2
O=C(OCc1nc2ccccc2c(=O)[nH]1)c1cccs1
  A = 3	B = 0	C = 19	D = 9	E = 0.7	F = 12	G = -19	H = -1	I = 8
CN1C(=O)c2cccc(NCCCCCCN3C(=O)c4ccccc4C3=O)c2C1=O
  A = 0	B = 20	C = 11	D = -5	E = 2.2	F = 10	G = 6	H = -2	I = -3
CCC(Sc1nc2sc(C(=O)OC)c(C)c2c(=O)n1N)C(=O)NCC1CCCO1 (stereo not drawn)
  A = 0	B = -4	C = 0	D = 2	E = -0.8	F = 13	G = -3	H = -4	I = 8
CCCCN(CC)C(=O)C1CCC(=O)N(c2ccc(OC)cc2)C1c1ccc(OC)c(OC)c1 (stereo not drawn)
  A = 2	B = -9	C = -9	D = 3	E = 1.4	F = 11	G = -2	H = -1	I = 1
COc1ccc(-c2cc(C(F)(F)F)n3nc(C(=O)NCc4ccco4)cc3n2)cc1OC
  A = -1	B = 2	C = 20	D = 21	E = -0.1	F = 13	G = -4	H = 0	I = 16
Cc1ccc2cc(C(c3nnnn3C3CCCC3)N(Cc3cccnc3)Cc3ccco3)c(=O)[nH]c2c1 (stereo not drawn)
  A = -3	B = 17	C = -4	D = 32	E = 5.3	F = 38	G = -2	H = -4	I = 28
CCOC(=O)N1CCN(c2c(-c3ccc(C)cc3)c(=O)c2=O)CC1
  A = 2	B = 8	C = 12	D = -5	E = -1.6	F = 12	G = 4	H = -1	I = 3
CC(=O)N(CCC(c1ccco1)C(C)C)Cc1ccc(OC(C)C)cc1 (stereo not drawn)
  A = 0	B = 1	C = 12	D = 19	E = -0.2	F = 18	G = -1	H = -2	I = 17
CCc1nnc(NC(=O)CSc2nccn2-c2cccc(C)c2C)s1
  A = -4	B = 16	C = 6	D = -17	E = -1.9	F = -5	G = 0	H = 0	I = -6
COc1ccc2cc(C(=O)N3CCN(c4cccc(C)c4C)CC3)[nH]c2c1
  A = 2	B = 0	C = 5	D = 7	E = 2.0	F = 29	G = -1	H = 0	I = 22
O=C(/C=C/c1ccccc1)Oc1coc(CSc2ncccn2)cc1=O
  A = -146	B = 20	C = 16	D = 38	E = 2.1	F = 10	G = 4	H = -1	I = 47
Fc1ccc(-c2cc(C(F)(F)F)nc(-n3cncn3)n2)cc1
  A = 0	B = 9	C = 6	D = -2	E = -1.2	F = 12	G = 0	H = -2	I = 18
COC(=O)CN1C(=S)N(c2ccc(Cl)cc2)C(=O)C1CC(=O)Nc1ccccc1 (stereo not drawn)
  A = 6	B = 4	C = 10	D = 10	E = 0.5	F = 25	G = -1	H = -1	I = 21
NC(=O)C1(N2CCCCC2)CCN(C(=O)CSc2nc3ccccc3o2)CC1
  A = -1	B = -4	C = 3	D = -3	E = -1.6	F = 10	G = -3	H = -1	I = 13
COCCNC(=O)c1onc(CSc2ccc(F)c(F)c2)c1C(=O)O
  A = 0	B = -14	C = 14	D = -12	E = -2.8	F = -8	G = -5	H = 0	I = -11
CCCn1c(Nc2ccccc2)nc2ccccc21
  A = -2	B = -3	C = -2	D = 5	E = -0.6	F = 16	G = -2	H = 1	I = 7
Cc1cc(OCC(=O)N2CCN(c3ccccc3)CC2)c2c(C)c(C)c(=O)oc2c1
  A = -4	B = 64*	C = -3	D = -1	E = 1.6	F = 14	G = -11	H = 2	I = 8
CCC(=O)Nc1ccc2c(c1)C(=O)c1ccccc1C2=O
  A = -1	B = -116	C = 31	D = 42*	E = 4.6	F = 35	G = 0	H = 1	I = 36
CN(C)S(=O)(=O)N1CCCN(S(=O)(=O)N(C)C)CC1
  A = 2	B = 12	C = 2	D = -6	E = 0.6	F = 6	G = -1	H = -2	I = 8

Part of the list above, limited to NLRP3 yeast inh and XBP1 UPR activ.
mol,NLRP3 yeast inh,XBP1 UPR activ
Cc1ccc(N(CC(=O)NC2CCCC2)C(=O)CCC(=O)Nc2ccccn2)cc1,9,3
Cc1cc(CNC(=O)COc2ccc(C#N)cc2)c2ccccc2n1,-11,1

Source: PubChem BioAssay
